CCR6 antag: blocks CCL20-driven beta-arrestin recruitment at human CCR6; 340,000 tested, 0.49% active; P51684; inhibition, % at 20 µM; CHO-K1 CCR6 PathHunter beta-arrestin, luminescence, CCL20-stimulated;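 active = compounds whose inhibition of the agonist-driven luminescence signal at 20 µM reaches about 50%, limit read from the data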;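 note: cells stimulated with CCL20 at 14 nM final; plate controls were DMSO with CCL20 for no effect and DMSO without agonist for full effect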
Target sequence (P51684 whole entry, looked up): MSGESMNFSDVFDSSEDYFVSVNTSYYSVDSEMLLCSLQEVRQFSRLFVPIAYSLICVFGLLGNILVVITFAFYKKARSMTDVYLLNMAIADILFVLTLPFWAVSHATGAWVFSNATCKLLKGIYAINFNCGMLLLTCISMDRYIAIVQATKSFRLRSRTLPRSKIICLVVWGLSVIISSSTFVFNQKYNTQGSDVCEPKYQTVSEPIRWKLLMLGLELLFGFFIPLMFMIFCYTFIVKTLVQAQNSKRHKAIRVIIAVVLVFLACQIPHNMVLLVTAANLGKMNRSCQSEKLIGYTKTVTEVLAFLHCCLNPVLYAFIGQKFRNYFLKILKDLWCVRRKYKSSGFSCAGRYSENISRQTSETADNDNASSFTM
Gli-Sufu block: Gli-Sufu pathway antagonism; 340,000 tested, 0.74% active; inhibition, % at 5 µM; AID 588413; Sufu-KO-LIGHT fibroblasts, Gli luciferase reporter luminescence;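 active = inhibition above about 55%, limit read from the data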;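 note: 0% = DMSO-treated cells and 100% = wells with medium but no cells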
EBI2 antag: antagonists of human EBI2 receptor | inhibition, % at 5 µM | EBI2 beta-arrestin recruitment, luminescence, 7a,25-OHC stimulated | 360,000 tested, 0.81% active | P32249; in the data active = inhibition above about 38%;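 note: enzyme fragment complementation signal reports receptor beta-arrestin coupling in cells; 0% = agonist plus DMSO wells and 100% = wells without agonist; some results beyond the cut were filed as inactive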
Target sequence (P32249 whole entry, looked up, the tested form may be a part): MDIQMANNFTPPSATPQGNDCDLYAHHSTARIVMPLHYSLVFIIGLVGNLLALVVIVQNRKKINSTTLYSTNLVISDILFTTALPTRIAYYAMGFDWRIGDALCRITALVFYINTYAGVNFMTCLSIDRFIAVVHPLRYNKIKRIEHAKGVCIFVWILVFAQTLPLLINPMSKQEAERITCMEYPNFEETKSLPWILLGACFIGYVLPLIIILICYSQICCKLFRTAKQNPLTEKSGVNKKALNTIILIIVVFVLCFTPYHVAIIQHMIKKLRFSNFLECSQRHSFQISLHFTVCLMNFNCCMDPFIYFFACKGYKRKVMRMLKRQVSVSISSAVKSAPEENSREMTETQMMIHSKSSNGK
UBC13 polyUb: inhibitors of human UBC13 polyubiquitin chain formation | P61088 | TR-FRET | inhibition, % at 20 µM | 330,000 tested, 0.47% active | AID 485273; in the data active = inhibition above about 45%, passing the limit was not always enough; inconclusive = no clear call, values can overlap the other calls
ATG4B inhibitor: ATG4B (human) cysteine protease inhibition; inhibition, % at 8.33 µM; 340,000 tested, 0.51% active; Q9Y4P1; ATG4B cleavage of LC3-PLA2, NBD-HPC fluorescence, 1 h; AID 504462; in the data active = inhibition above about 40%
APJ antag: antagonists of human APJ apelin receptor | CHO-K1 APJ beta-arrestin complementation, luminescence | inhibition, % at 20 µM | 330,000 tested, 0.32% active | AID 2521;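 active = inhibition above about 40% at 20 µM, limit read from the data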;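 note: cells challenged with 10 nM apelin-13 agonist together with compound; plate controls were apelin-13 plus DMSO wells for no effect and DMSO wells lacking apelin-13 for full effect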
APJ agonist: activates the human apelin receptor APJ | CHO-K1 APJ PathHunter beta-arrestin, luminescence; 0% DMSO wells, 100% apelin | activation, % at 20 µM | P35414 | 330,000 tested, 0.11% active | AID 2520;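 active = activation more than six SD over the plate average, tested at 20 µM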;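 note: 0% = DMSO alone and 100% = apelin-13 at 10 nM; some results filed as inactive read as strong as hits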
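Test system: CHO-K1 APJ beta-arrestin complementation cell line. Amount: cell density 1000 per well. Controls: DMSO negative, 10 nM Apelin-13 positive. Signal: luminescent beta-gal fragment complementation, chemiluminescent substrate. Read-out basis: agonist-driven arrestin binding to APJ. Timing: compound stimulation 90 min at 25 °C, detection 60 min.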
CXCR6 block: inhibitors of human CXCR6 receptor | O00574 | CHO-K1 PathHunter CXCR6 beta-arrestin, luminescence | inhibition, % at 20 µM | 360,000 tested, 0.36% active; in the data active = inhibition above about 34%, passing the limit was not always enough;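 note: antagonist mode with CXCL16 agonist at 10 nM final; 0% = 10 nM CXCL16 with DMSO and 100% = unstimulated wells without agonist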
Target sequence (O00574 whole entry, looked up): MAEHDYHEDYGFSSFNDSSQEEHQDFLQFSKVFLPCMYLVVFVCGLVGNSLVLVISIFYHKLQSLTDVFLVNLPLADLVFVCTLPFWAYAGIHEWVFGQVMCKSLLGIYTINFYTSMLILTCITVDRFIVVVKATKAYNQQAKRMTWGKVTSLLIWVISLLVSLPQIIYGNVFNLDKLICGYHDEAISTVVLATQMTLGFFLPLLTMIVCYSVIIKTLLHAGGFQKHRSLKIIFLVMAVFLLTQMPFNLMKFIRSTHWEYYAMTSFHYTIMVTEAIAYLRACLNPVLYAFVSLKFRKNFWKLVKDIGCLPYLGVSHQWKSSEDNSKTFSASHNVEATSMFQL
Active calls of the source: *; ? = inconclusive; / = not tested or not shown.

SMILES | CCR6 antag | Gli-Sufu block | EBI2 antag | UBC13 polyUb | ATG4B inhibitor | APJ antag | APJ agonist | CXCR6 block
O=C(CSc1nnc(-c2cccs2)o1)N1CCc2ccccc21 | 6 | -28 | 3 | -12 | 4 | -8 | -6 | 3
O=C(CNC(=O)c1ccccc1Br)Nc1cccc(S(=O)(=O)Nc2ccccc2Cl)c1 | 11 | -9 | 2 | / | -3 | / | / | 0
COc1ccccc1NC(=O)N1CCCC1C(=O)NCCc1ccccc1 (stereo not drawn) | 8 | 2 | 1 | 1 | -4 | 7 | 1 | 3
O=S(=O)(NCc1cccs1)c1ccc(Cl)s1 | 7 | -26 | -5 | -5 | -6 | -6 | 3 | -6
CCOc1ccc2nnc(-c3ccc(Br)cc3)n2n1 | 4 | 5 | -24 | -7 | 7 | 18 | 0 | -6
CCc1ccc2[nH]c(C(=O)N(C)c3ccc(F)cc3F)cc2c1 | 6 | -2 | 31 | 5 | 1 | -4 | -1 | -4
CC1CCN(C(=O)c2[nH]cnc2C(=O)NCc2ccc(CNC(=O)OC(C)(C)C)cc2)CC1 | 11 | -17 | 9 | 16 | -11 | 5 | -4 | -10
O=C(c1ccco1)N1CCN=C1SCc1c(F)cccc1Cl | -8 | -9 | 5 | 4 | 9 | 13 | -4 | 7
O=C1CCCc2c1cc(C(=O)NCCCN1CCOCC1)c(=O)n2-c1ccc(Cl)cc1 | 8 | -14 | -2 | -6 | 1 | 7 | -2 | 4
CC(C)c1ccc(NC(=O)CSc2nc(=O)[nH]c3c2CCCC3)cc1 | 5 | -13 | -9 | -9 | -6 | 22 | 0 | 7
CS(=O)(=O)c1[nH]nc(-c2ccccc2Cl)c1C#N | 4 | 32 | 10 | -8 | 14 | 18 | -3 | -2
COC(=O)c1ccccc1S(=O)(=O)N1CCC(C(=O)OCC(=O)NC2CCCCC2C)CC1 (stereo not drawn) | 7 | -6 | 6 | 10 | 1 | -6 | -3 | 9
COc1cccc(/C=c2\sc3nc(-c4cccs4)nn3c2=O)c1OC | 7 | -2 | -9 | -3 | -7 | -3 | -3 | 0
COc1ccccc1C(CNC(=O)C1COc2ccccc2O1)N1CCCC1 (stereo not drawn) | 9 | 13 | -11 | 5 | -4 | 5 | -3 | -1
COc1ccc(S(=O)(=O)Nc2ccccc2Cl)cc1NC(C)=O | -2 | 52 | 0 | 2 | 6 | 6 | -2 | 4
Cc1cccc(NC(=S)N(CCCN2CCOCC2)Cc2cn(C)c3ccccc23)c1 | 12 | 14 | -1 | 4 | -10 | 4 | -2 | 11
Cc1cc(C)c(S(=O)(=O)/N=C2/C=C(SCC(=O)O)C(=O)c3ccccc32)cc1C | 26 | 25 | 2 | -57 | 3 | -87 | 3 | -12
COc1cccc(/C=N/NC(=O)C(=O)NCc2ccco2)c1O | 11 | 4 | 3 | -3 | 7 | -19 | -3 | -4
CCc1nnc(NC(=O)CSc2nc(-c3ccccc3)nc3ccccc23)s1 | 7 | 6 | 1 | ? | 34 | -7 | -4 | 13
Cc1ccc(S(=O)(=O)N2CCN(C(=O)Cn3c(=O)oc4ccccc43)CC2)cc1 | 2 | 15 | -12 | 11 | -8 | 1 | -1 | 3
Cc1cc(C)c(S(=O)(=O)NC2CC(C)(C)NC(C)(C)C2)cc1C | 10 | 13 | -9 | 3 | 4 | 3 | -1 | -7
COc1ccccc1/C=c1\sc2nc(-c3ccco3)nn2c1=O | 21 | -11 | -8 | -19 | 8 | 2 | -5 | 1
O=C(CCCN1C(=O)C2CC=CCC2C1=O)Nc1ccccc1F (stereo not drawn) | -5 | 3 | 1 | -1 | -4 | -6 | 7 | 6
Cc1cccc(C(C)C)c1NS(=O)(=O)c1cn(C)nc1C | -5 | 32 | 8 | 2 | -6 | 7 | -6 | 3
CN(CC(=O)Nc1ccc(Cl)c(C(F)(F)F)c1)C(=O)c1cn2ccccc2n1 | 11 | -16 | -2 | -2 | 7 | 13 | -3 | 0

Remaining list, next part:
SMILES | CCR6 antag | Gli-Sufu block | EBI2 antag | UBC13 polyUb | ATG4B inhibitor | APJ antag | APJ agonist | CXCR6 block
Cc1ccc(S(=O)(=O)Cc2ccccc2Cl)cc1 | -2 | -9 | -3 | -2 | 7 | -4 | -2 | 6
Cc1cc([N+](=O)[O-])ccc1NS(=O)(=O)c1ccccc1 | 24 | 6 | 1 | / | -3 | / | / | 9
Cc1ccc(NC(=O)CNC(=O)c2ccc(Br)o2)nc1 | 4 | 6 | -9 | -6 | -2 | -16 | -3 | -13
CCOC(=O)c1c(C)[nH]c(C(=O)COC(=O)Cn2cc(C(F)(F)F)ccc2=O)c1C | 6 | 1 | 6 | 7 | -8 | 20 | -3 | 0
COc1cc(OC)cc(C(=O)N[C@H](C(=O)NCCc2c[nH]c3ccccc23)C(C)C)c1 | 2 | -6 | 13 | -7 | -12 | -4 | -5 | 5
CCOC(=O)Cc1csc(SCn2nnc3ccccc3c2=O)n1 | 10 | 1 | -7 | -3 | 0 | 5 | -1 | 10
CN(C)C(=O)COC(=O)c1ccccc1Sc1ccccc1C#N | 2 | 5 | -1 | -5 | -8 | 2 | 2 | -2
CS(=O)(=O)N(CC(O)Cn1c2ccccc2c2ccccc21)c1cccc2ccccc12 (stereo not drawn) | 2 | 9 | 1 | 22 | -7 | -8 | 2 | -7
Cc1ccc(CC(=O)N2CCN(S(=O)(=O)c3ccccc3)CC2)cc1C | 13 | 18 | 22 | -9 | -9 | 9 | -5 | 0
CC(C)(C)c1ccc(NC(=O)C2CCCN(c3cnccn3)C2)cc1 (stereo not drawn) | 8 | -1 | 5 | 5 | -9 | 7 | -2 | 7
Cc1ccc(C)c(S(=O)(=O)N2CCN(C(=O)[C@H](Cc3ccccc3)NC(=O)c3ccco3)CC2)c1 | 2 | 1 | 6 | -2 | -8 | -2 | -3 | -1
C[C@H](CO)N1C[C@H](C)[C@@H](CN(C)CC2CCCCC2)Oc2c(NS(=O)(=O)c3cccs3)cccc2C1=O | 10 | 17 | 1 | -12 | -10 | -6 | -2 | -1
Cc1cccc(NC(=O)CN2C(=O)N/C(=C/c3cc(C)n(-c4cccnc4)c3C)C2=O)c1 | -4 | -10 | -4 | -9 | -5 | -5 | -2 | 0
COc1ccc(NC(=O)c2nc[nH]c2C(=O)N2CCC(C)CC2)cc1 | 2 | -1 | -12 | 2 | -6 | 16 | -3 | -4
C=C(c1ccccc1)c1ccccc1N | 1 | -2 | 1 | 4 | -10 | 10 | -1 | 0
CCC(NC(=O)c1ccccc1NC(=O)c1ccc(OC)cc1)C(=O)N1CCCC1 (stereo not drawn) | 3 | -3 | 0 | -2 | 5 | 2 | -3 | -3
CS(=O)(=O)N(CC(=O)O)c1ccc(C23CC4CC(CC(C4)C2)C3)cc1 | 10 | 2 | 11 | 0 | 0 | 11 | 0 | 2
CC(=O)n1cc(N(C(=O)CCl)c2ccccc2)c2ccccc21 | -6 | 2 | -18 | 7 | 5 | 0 | 4 | 0
CCOc1ccc(OCCC(=O)OCC(=O)N2CCN(S(=O)(=O)c3ccc(C)cc3C)CC2)cc1 | -1 | -1 | 1 | / | -6 | / | / | 2
Cc1cc(-n2c(SCC(=O)Nc3ccc(F)c(F)c3)nc3n[nH]c(C)c3c2=N)ccc1Cl | 2 | -22 | 20 | 6 | 1 | 8 | -1 | -12
O=C(COc1ccc2c(-c3ccccc3)cc(=O)oc2c1)NCCCN1CCOCC1 | -3 | 10 | -6 | -15 | 15 | 16 | 1 | 2
C[C@@H](NCCc1ccc(O)cc1)[C@@H](O)c1ccc(O)cc1 | 2 | 31 | -2 | 15 | 3 | 5 | -3 | 4
CN1CCN(NC(=O)CSc2ccc(Cl)cc2Cl)CC1 | 1 | -2 | -10 | -23 | -3 | 9 | -2 | 5
Cc1cc(N2C3CCC2CC(O)(c2ccc(F)cc2)C3)nc(-c2ccccc2)n1 (stereo not drawn) | 36 | 1 | 33 | 2 | -10 | -3 | -2 | -3
COc1ccc(C(CNC(=O)c2ccc(S(=O)(=O)N3CCCC3)cc2)N(C)C)cc1OC (stereo not drawn) | 1 | 23 | -6 | -3 | -6 | 8 | -7 | 2

In a second layout: results already given.
Every second line gives: CCR6 antag	Gli-Sufu block	EBI2 antag	UBC13 polyUb	ATG4B inhibitor	APJ antag	APJ agonist	CXCR6 block
- C[C@H](CO)N1C[C@H](C)[C@@H](CN(C)CC2CCCCC2)Oc2c(NS(=O)(=O)c3cccs3)cccc2C1=O
  10	17	1	-12	-10	-6	-2	-1
- CC(C)(C)c1ccc(NC(=O)C2CCCN(c3cnccn3)C2)cc1 (stereo not drawn)
  8	-1	5	5	-9	7	-2	7
- Cc1ccc(CC(=O)N2CCN(S(=O)(=O)c3ccccc3)CC2)cc1C
  13	18	22	-9	-9	9	-5	0
- C=C(c1ccccc1)c1ccccc1N
  1	-2	1	4	-10	10	-1	0
- Cc1cc(-n2c(SCC(=O)Nc3ccc(F)c(F)c3)nc3n[nH]c(C)c3c2=N)ccc1Cl
  2	-22	20	6	1	8	-1	-12

(list continues)
SMILES | CCR6 antag | Gli-Sufu block | EBI2 antag | UBC13 polyUb | ATG4B inhibitor | APJ antag | APJ agonist | CXCR6 block
CCCN(C(=O)COC(=O)CNS(=O)(=O)c1ccc(NC(C)=O)cc1)C1CCS(=O)(=O)C1 (stereo not drawn) | 4 | 5 | -8 | / | 6 | / | / | -1
N/C(Cn1cncn1)=N\NC(=O)C(=O)Nc1cccc(C(F)(F)F)c1 | 9 | 3 | 7 | -2 | 3 | 8 | 3 | 2
CC(C)(C)n1nnnc1C(c1ccc(F)cc1)N1CCC(C(N)=O)CC1 (stereo not drawn) | 8 | -1 | -17 | 8 | -2 | -30 | -4 | 0
C/C(CC(=O)Nc1ccc2c(c1)OCCO2)=N\NC(=O)COc1cccc(C)c1 | 2 | 28 | -9 | 9 | -8 | 15 | 0 | -2
COc1ccc(-n2c(=S)[nH]c3[nH]ncc3c2=O)cc1 | 5 | -2 | 10 | -1 | -4 | 9 | -7 | 15
Cc1cccc(C(=O)c2c(N)sc3c2CCCC3)c1 | 15 | 4 | -3 | 0 | 7 | 8 | -2 | 0
O=C(O)c1cc2n(n1)C(C(F)(F)F)CC(C1CC1)N2 (stereo not drawn) | 10 | -1 | -3 | -8 | -6 | -10 | 1 | 4
CC(C)C[C@@H](C)C(=O)N(Cc1ccccc1)c1ccccc1 | 26 | -7 | 17 | 10 | 26 | 5 | -4 | 10
Cc1cn2c(N)c(C=C3C=C(Cl)C(=O)C(Cl)=C3)c(=O)nc2s1 | 20 | -3 | 11 | -37 | -1 | 11 | -6 | 20
COc1ccc(CNC(=O)CN2C(=O)NC(Cc3ccccc3)(c3ccccc3)C2=O)cc1OC (stereo not drawn) | -13 | -2 | -1 | -3 | -7 | -13 | 5 | 2
CC(C)Sc1nc2ccccc2n1CC(N)=O | 7 | 3 | -7 | 3 | -17 | -7 | -18 | -1
CC(=O)c1ccc(-c2ccc([C@H]3[C@@H]4C=CCC[C@@]4(C)C(=O)N3Cc3ccccc3)c(F)c2)cc1 | 2 | -22 | 29 | -7 | 14 | 2 | -5 | 9
CCCn1c(/C=C/c2cc[n+](C)cc2)nc2ccccc21 | 9 | 2 | -3 | 1 | 1 | 19 | -2 | -4
COc1cc(C(=O)NCCOc2ccc(Cl)cc2)ccc1OCc1c(C)noc1C | 8 | -4 | 72* | -6 | -7 | 3 | 3 | 8
COc1ccc(Oc2c(-c3ccc(O)cc3O)n[nH]c2C)cc1 | 7 | -1 | 17 | 8 | -4 | 25 | -7 | 4
CN(C)CCNC(=O)c1ccccc1-c1ccccc1 | -2 | -2 | -11 | -3 | -5 | 4 | 1 | -5
COc1cccc(NC(=O)CN(C)C(=O)c2cccc(S(=O)(=O)N3c4ccccc4CC3C)c2)c1 (stereo not drawn) | 6 | 7 | 14 | 5 | -6 | 2 | -3 | -9
O=C(CN1C(=O)NC2(CCCCC2)C1=O)NCc1ccc2c(c1)OCO2 | 8 | -3 | -2 | 2 | -2 | -7 | -4 | -15
